Bioassay records (PubChem)
CCR6 antag: CCR6 receptor antagonists, primary screen, cell-based, CHO-K1, luminescence, beta-arrestin, uHTS | C-C chemokine receptor type 6 (Homo sapiens), P51684 | CHO-K1 CCR6 PathHunter beta-arrestin, CCL20-stimulated | inhibition, % at 20 µM | 0.49% of 340,000 active | AID 493098, 2011;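 active = compounds whose inhibition of the agonist-driven luminescence signal at 20 µM reaches about 50%, limit read from the data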;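 also: cells stimulated with CCL20 at 14 nM final; plate controls were DMSO with CCL20 for no effect and DMSO without agonist for full effect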
EBI2 block: EBI2 receptor antagonists, beta-arrestin recruitment, primary screen, cell-based, luminescence, 7a,25-OHC stimulation, uHTS; G-protein coupled receptor 183 (Homo sapiens), P32249; 7a,25-OHC stimulated; inhibition, % at 5 µM; 0.81% of 360,000 active; AID 651636, 2012; in the data active = inhibition above about 38%;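 also: enzyme fragment complementation signal reports receptor beta-arrestin coupling in cells; 0% = agonist plus DMSO wells and 100% = wells without agonist; some results beyond the cut were filed as inactive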
Target sequence (P32249 whole entry, looked up, the tested form may be a part): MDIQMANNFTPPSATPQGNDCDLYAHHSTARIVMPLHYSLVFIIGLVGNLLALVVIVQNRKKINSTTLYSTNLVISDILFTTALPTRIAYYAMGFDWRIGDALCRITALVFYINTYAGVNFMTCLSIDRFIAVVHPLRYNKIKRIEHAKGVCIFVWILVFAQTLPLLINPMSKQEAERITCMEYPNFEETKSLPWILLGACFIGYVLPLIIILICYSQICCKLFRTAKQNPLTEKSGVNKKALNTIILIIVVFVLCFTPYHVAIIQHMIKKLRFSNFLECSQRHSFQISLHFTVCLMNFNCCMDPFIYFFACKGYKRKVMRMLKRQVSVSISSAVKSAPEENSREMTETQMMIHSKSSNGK
A3G deaminase: APOBEC3G DNA deaminase inhibitors, primary screen, biochemical, fluorescence, single-stranded DNA substrate, uHTS. inhibition, % at 20 µM. recombinant A3G, ssDNA deamination FAM/TAMRA fluorescence. AID 493012, 2011. 0.28% of 330,000 active;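 active = inhibition of at least 40% at 20 µM, with no more than 30% in the related APOBEC3A deaminase screen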;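 also: plate controls were DMSO wells with A3G for no effect and wells lacking A3G enzyme for full effect; some compounds called inactive have numbers as strong as hits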
A3A deaminase: APOBEC3A ssDNA deaminase inhibitors, primary screen, selectivity assay for APOBEC3G inhibitor project, biochemical, FAM/TAMRA oligo cleavage fluorescence; DNA dC->dU-editing enzyme APOBEC-3A (Homo sapiens), P31941; recombinant A3A, FAM/TAMRA ssDNA deamination fluorescence; inhibition, % at 20 µM; 0.41% of 330,000 active;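 active = at least 40% inhibition at 20 µM here, with at most 30% in a related deaminase screen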;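 also: plate controls were A3A with DMSO for no effect and wells lacking A3A enzyme for full effect; some results filed as inactive read as strong as hits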
Target sequence (P31941 whole entry, looked up): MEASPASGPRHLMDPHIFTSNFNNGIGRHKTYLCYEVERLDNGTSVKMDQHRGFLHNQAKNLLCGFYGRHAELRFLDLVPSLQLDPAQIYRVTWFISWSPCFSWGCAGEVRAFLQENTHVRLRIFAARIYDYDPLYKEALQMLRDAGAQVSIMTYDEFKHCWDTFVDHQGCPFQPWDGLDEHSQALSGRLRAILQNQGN
MPTP block: mitochondrial permeability transition pore inhibitors, primary screen, biochemical, isolated mouse mitochondria, absorbance; Ca2+ swelling absorbance, 30 min; inhibition, % at 10 µM; 1.4% of 360,000 active; AID 602449, 2012;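 active = inhibition of 50% or more, scaled per plate between neutral and stimulator controls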;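 also: 0% = DMSO wells given calcium and 100% = 1 mM EGTA wells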
GRIN3A LBD mod: binders of NR3A ligand-binding domain, primary screen, biophysical, differential scanning fluorimetry, uHTS; Glutamate receptor ionotropic, NMDA 3A (GRIN3A) ligand-binding domain; NR3A LBD differential scanning fluorimetry, Tm shift; 0% = protein alone, 100% = glycine-bound protein; Tm shift relative to glycine control, % at 25 µM; 2.5% of 340,000 active;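 active = melting temperature shift of at least 10% of the positive control shift, at one fixed dose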
CXCR6 block: CXCR6 receptor inhibitors, primary screen, cell-based, beta-arrestin, luminescence, CHO-K1 PathHunter, 1536-well | AID 602244, 2012 | C-X-C chemokine receptor type 6 (Homo sapiens), O00574 | 0.36% of 360,000 active | inhibition, % at 20 µM; in the data active = inhibition above about 34%, passing the limit was not always enough;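 also: antagonist mode with CXCL16 agonist at 10 nM final; 0% = 10 nM CXCL16 with DMSO and 100% = unstimulated wells without agonist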
Target sequence (O00574 whole entry, looked up): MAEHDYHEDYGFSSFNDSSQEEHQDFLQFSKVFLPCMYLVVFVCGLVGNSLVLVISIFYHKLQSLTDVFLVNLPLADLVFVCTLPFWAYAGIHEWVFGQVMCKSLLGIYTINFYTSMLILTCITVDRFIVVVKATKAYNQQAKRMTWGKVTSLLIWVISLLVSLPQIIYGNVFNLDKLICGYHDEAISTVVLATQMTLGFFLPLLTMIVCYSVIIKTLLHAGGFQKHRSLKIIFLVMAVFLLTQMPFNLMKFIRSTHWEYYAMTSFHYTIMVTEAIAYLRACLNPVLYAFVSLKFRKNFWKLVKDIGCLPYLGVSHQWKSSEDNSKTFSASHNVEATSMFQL
Gli-Sufu block: Gli-Sufu pathway antagonists, primary screen, luciferase luminescence, Sufu-KO-LIGHT cells, uHTS | Sufu-KO-LIGHT fibroblasts, Gli luciferase reporter luminescence | inhibition, % at 5 µM | 0.74% of 340,000 active;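 active = inhibition above about 55%, limit read from the data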;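 also: 0% = DMSO-treated cells and 100% = wells with medium but no cells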
Numbers without * were called inactive; . = no result given.

SMILES,CCR6 antag,EBI2 block,A3G deaminase,A3A deaminase,MPTP block,GRIN3A LBD mod,CXCR6 block,Gli-Sufu block
Cc1[nH]c(C)c(S(=O)(=O)NCc2ccc(F)cc2)c1C(=O)N1CCCCC1,1,3,0,0,2.0,-1,4,-7
O=[N+]([O-])c1ccc(C=NNC(=S)Nc2ccc(F)cc2)cc1,-3,1,.,.,0.2,1,-10,-25
Cc1nc(Nc2ccc(O)cc2)c2c3c(sc2n1)CCCC3,-2,11,-7,2,0.3,-1,-4,-1
Cc1cccc(/N=C/c2ccccn2)n1,-3,-4,-2,3,-1.8,0,-1,-3
CCc1cc2c(SCC(=O)O)ncnc2s1,-2,-11,-6,0,-2.3,0,-3,-2
O=C(Nc1ccc(F)cc1)Nc1sccc1-c1nc2ccccc2s1,8,0,-11,-5,44,31*,-4,-4
CCOc1ccc(NC(=S)N2CCCN(Cc3cccc(Cl)c3)C2)cc1,8,14,-1,7,3.5,-4,8,34
CN(C)c1nc(N)nc(-c2nc3ccccc3s2)n1,0,-3,2,-5,0.1,2,-4,-41
O=C(Cn1ccc2ccccc2c1=O)NCC(=O)N1CCN(c2ccc(F)cc2)CC1,5,2,-4,-2,-0.5,-2,-3,-10
O=C(Nc1ccc(F)c(Cl)c1)c1cc(-c2ccco2)on1,21,10,.,.,-0.8,-1,2,-14
CC1SC(c2ccc(Cl)cc2)NC1=O (stereo not given),-3,-5,-4,-2,1.0,0,-4,-6
CN(C)S(=O)(=O)c1ccc(C(=O)NCC2(N3CCCCC3)CCCCC2)cc1,16,0,-9,4,-2.0,-3,0,21
CSc1ccc(/C=N/N(C)S(=O)(=O)c2ccc(C)cc2)cc1,10,3,0,3,2.2,-1,-4,3
CC1CCCCN1C(=O)CSc1nc(N)nc(N)n1 (stereo not given),1,-8,-4,-4,-0.5,0,-1,-12
CC(=O)Nc1ccc(NC(=O)CSc2nnc(-c3ccc(NS(C)(=O)=O)cc3)n2C)cc1C,14,-2,-13,1,1.4,0,5,3
O=C(O)CCCNc1c(C(=O)Nc2ccc(Cl)cc2)cc([N+](=O)[O-])cc1[N+](=O)[O-],-13,-11,-1,-3,88*,-1,4,-6
CCN1CCN(CC2COc3ccccc3O2)CC1 (stereo not given),4,-16,-12,-3,1.6,-1,6,3
Oc1ccccc1C=NCCN1CCN(CCN=Cc2ccccc2O)C1c1ccccc1O (stereo not given),-8,-10,.,.,-1.1,-2,-24,0
Cc1ccc(C(=O)OCC(=O)N2c3ccccc3NC(=O)C2(C)C)cc1S(=O)(=O)N1CCCCC1,17,-3,2,6,-0.9,0,2,2
Fc1ccc(-c2csc3[n+]2CCS3)cc1,-6,-25,3,2,-0.4,0,0,3
COc1ccc(C2CC(=O)c3c([nH]c(C(=O)OC(C)C)c3C)C2)cc1OC (stereo not given),1,7,-4,-3,9.4,4,-12,8
COc1ccc2[nH]c3nc(SCC(=O)NC4CC4)nnc3c2c1,14,-8,-2,-4,-1.6,-1,-3,7
O=C(C1=C[C@H](c2coc3ccccc3c2=O)C[C@H](OCCCCO)O1)N1CCN(Cc2ccc3c(c2)OCO3)CC1,7,3,-9,-4,-2.6,-1,1,10
O=C(CSc1nncs1)NNC(=O)c1ccccc1Br,6,7,-3,-2,-2.4,-2,-10,1
C/C(=N\NS(=O)(=O)c1ccc([N+](=O)[O-])cc1)c1c[nH]c2ccccc12,0,-9,-7,-1,-0.1,0,-3,-12
CCOC(=O)c1[nH]c(C)c(/C(O)=C2\C(=O)C(=O)N(CCN(C)C)C2c2ccc(C)o2)c1C (stereo not given),2,-10,-2,1,1.1,-3,-7,-4
CC(=O)N1c2ccc(S(=O)(=O)N3CCC(C(=O)Nc4cc(C)cc(C)c4)CC3)cc2CC1C (stereo not given),11,13,9,3,1.2,-1,-11,9
Oc1ccccc1CN1CCCC(N2CCN(c3cccc(C(F)(F)F)c3)CC2)C1 (stereo not given),20,-14,-8,-4,1.0,1,27,11
CCCCOc1ccc(S(=O)(=O)N2CCCCCC2)cc1,14,0,7,-5,1.3,0,0,-10
Cc1ccc(NC(=O)C(=O)NCc2ccco2)c(C)c1,-1,-14,-9,-5,0.0,-6,-3,-16

Next part.
SMILES,CCR6 antag,EBI2 block,A3G deaminase,A3A deaminase,MPTP block,GRIN3A LBD mod,CXCR6 block,Gli-Sufu block
O=C(CCNC(=O)c1ccco1)Nc1cccc(Br)c1,3,-13,-3,3,-1.7,0,8,-10
CCOC(=O)N1CCN(S(=O)(=O)N2CCCC(C(=O)NCc3ccc(OC)cc3)C2)CC1 (stereo not given),-10,9,0,1,-0.6,0,12,-5
Cc1cc(NC(=O)c2cccc([N+](=O)[O-])c2)n(-c2ccccc2)n1,-22,-8,-5,-3,-0.7,-1,0,3
NC(=O)C[n+]1cccc(C(=O)Nc2ccccc2)c1,-3,-12,19,76*,-0.2,0,-2,-11
CCOC(=O)N1CCC(NC(=O)C(Cc2ccccc2)NC(=O)C2CCCCC2)CC1 (stereo not given),7,-3,-1,1,0.2,0,-4,-2
Cc1occc1C(=O)Nc1cc(C(C)(C)C)on1,9,-2,-1,7,0.3,2,8,-75
Cc1cc(=O)oc2cc(OCc3ccc(S(=O)(=O)N4CCOCC4)cc3)ccc12,-2,-2,-2,-2,-0.1,18*,16,-28
COc1ccc2c(c1)C1CC(C)(NC(=O)C1S(=O)(=O)c1ccc(F)cc1)O2 (stereo not given),14,-5,1,6,0.2,-4,-3,-22
Cc1cc(C(=O)CSc2n[nH]c(N)n2)c(C)n1-c1ccc(F)cc1,2,-3,-9,0,20,-1,-6,-50
Cc1cc(C(F)(F)F)n2nc(C(=O)O)c(Cl)c2n1,29,5,-5,0,-0.9,6,-7,6
CCOC(=O)C(=CNc1ccc(C)cc1C)C(=O)OCC,-4,-27,-5,-2,3.5,3,-7,-12
Cc1cccc(NC(=O)C[n+]2ccccc2)c1,-1,3,0,-4,-0.8,2,14,-18
Cc1ccccc1-n1c(SCC(=O)N2CCN(c3ccccn3)CC2)nnc1N1CCOCC1,-11,-6,-7,-2,-0.2,2,-2,-5
Cn1nc(N2CCN(S(=O)(=O)c3ccccc3)CC2)c(=O)n(C)c1=O,5,-14,-2,-5,-1.3,-3,-3,-8
Cc1cccc(C(P(=O)(c2ccccc2)c2ccccc2)P(=O)(c2ccccc2)c2ccccc2)n1,-6,-6,-6,3,0.4,-4,6,1
Cc1ccc(S(=O)(=O)CCc2nnc(NC(=O)c3ccco3)s2)cc1,2,-2,-4,-2,0.1,-2,-4,11
Cc1ccccc1NP1(=O)OCCCN1Cc1ccccc1Cl (stereo not given),6,-4,.,.,-0.3,2,4,5
CCCCNC(=O)C(C)N(CCN(C)C)C(=O)CCCN1C(=O)NC(c2ccc(Cl)cc2)C(C(=O)OCc2ccccc2)=C1C (stereo not given),19,0,0,-1,-1.1,0,-9,9
N#Cc1ccc(-c2csc(-c3ccno3)n2)cc1,4,-3,-10,-2,2.1,2,-4,1
C/C(=N\NC(=O)CSc1nc2ccccc2o1)c1ccc(O)cc1,5,5,-8,2,1.7,-12,0,-12
CC1CCCCC12NC(=O)N(CC(=O)c1ccc(Cl)s1)C2=O (stereo not given),8,1,-10,-1,2.6,-1,10,-22
COC(=O)c1ccc(C(=O)OC)c(NC(=O)CSCc2ccccc2Br)c1,20,36,-8,-3,-4.1,-1,12,-4
COc1ccccc1NS(=O)(=O)c1ccc2oc(=S)[nH]c2c1,5,8,-2,7,0.3,-5,-8,-5
O=C1CCC(C(=O)OCC(=O)c2c[nH]c3ccccc23)=NN1,8,2,1,4,-0.7,-3,-11,-9
CN(CC(=O)Nc1ccc(Cl)c(Cl)c1)C(=O)/C=C/c1ccc(F)cc1,12,-7,-1,3,26,1,-4,-7
CCC(C)(C(=O)NC1CCCCC1)N(Cc1cccs1)C(=O)Cc1cccs1 (stereo not given),1,30,-3,4,0.3,-1,1,5
CN(C(=O)CSc1nc(-c2ccc(F)cc2)cs1)C1CCS(=O)(=O)C1 (stereo not given),4,-6,-5,-4,0.2,-2,-7,-4
CCCCN(CC)Cc1c(C)[nH]c2ccccc2c1=O,-2,-2,-1,2,-0.4,-1,2,6
COCCn1c(SCC(=O)Nc2cccc(C(=O)OC)c2)nc2ccccc2c1=O,6,6,-6,-1,2.3,-1,17,-10
O=C1N[C@@H](c2ccccc2)COC(=O)[C@@H](Cc2ccc(F)cc2)CC/C=C/C[C@H]1CC(=O)N(CCO)Cc1ccccc1,8,-14,-7,-3,5.1,-4,4,-3

Next entries
SMILES,CCR6 antag,EBI2 block,A3G deaminase,A3A deaminase,MPTP block,GRIN3A LBD mod,CXCR6 block,Gli-Sufu block
CN(C)S(=O)(=O)n1cnc([C@H]2c3c(ncn3Cc3ccccc3)C[C@H]3COC(=O)[C@@H]32)c1,3,-8,-6,-3,-0.6,-3,9,-9
Cc1ccc(-c2csc3ncnc(NS(=O)(=O)c4ccc(Cl)cc4)c23)cc1,-2,0,-7,0,85*,16*,-6,-7
Cc1ccc(C)c(/C(O)=C2/C(=O)C(=O)N(CCN3CCOCC3)C2c2ccc(C)o2)c1 (stereo not given),-2,-3,-1,-1,-1.8,-1,8,2
CCOc1ccc(/C=N/NC(=O)CCC(=O)Nc2ccc(F)cc2)cc1,-9,5,0,0,0.7,-3,-4,-1
Cn1c(N)c(C(=O)COC(=O)/C=C/c2ccc(OC(F)F)cc2)c(=O)n(C)c1=O,8,-6,-4,0,-1.7,-14,-13,5
Cc1cc(NC(=O)c2ccccc2Cl)n(C(C)(C)C)n1,2,-12,-6,-3,0.1,1,-5,0
O=C(COC(=O)C1CC1)NCCNC(=O)COC(=O)C1CC1,-1,-9,-12,-3,-0.7,-2,2,-4
C(=N\n1cnnc1)/c1ccc2c(c1)OCO2,1,-3,-5,-3,-0.9,-1,-1,0
N#Cc1nc(-c2ccc(OCc3ccccc3)cc2)oc1NCCCn1ccnc1,10,8,-3,-2,-5.3,-13,1,27
Cn1c(=O)n(C)c2cc(/C=N/NC(=O)c3ccc(Cl)cc3Cl)ccc21,-1,-3,0,-1,-0.9,0,-5,6
CC1CCC/C(=C\c2ccc(O)cc2)C1=O (stereo not given),3,12,-4,-5,3.1,0,-9,8
N=c1sccn1CC(=O)Nc1ccc(S(N)(=O)=O)cc1,5,-4,-5,-6,0.5,-1,2,-3
Cc1sc(NC(=O)CN(C(=O)c2ccccc2F)C2CCCC2)c(C(N)=O)c1C,14,-18,-11,-2,-1.2,-3,4,-10
Cc1cc(C(=O)Nc2ccon2)c(C)o1,14,0,-6,2,-0.5,0,-5,10
COc1ccc(C(=O)N/N=C2/SCC(=O)N2Cc2ccc3c(c2)OCO3)cc1OC,6,-7,0,0,0.2,11*,0,-3
O=C(Nc1ccccc1Cl)c1ccn[nH]1,13,-10,-3,-2,-2.1,-2,-1,.

Quoted at random: 2 compounds from above, in no set order.
SMILES,CCR6 antag,EBI2 block,A3G deaminase,A3A deaminase,MPTP block,GRIN3A LBD mod,CXCR6 block,Gli-Sufu block
COc1ccc(C(=O)N/N=C2/SCC(=O)N2Cc2ccc3c(c2)OCO3)cc1OC,6,-7,0,0,0.2,11*,0,-3
N=c1sccn1CC(=O)Nc1ccc(S(N)(=O)=O)cc1,5,-4,-5,-6,0.5,-1,2,-3
